High-throughput results as filed in PubChem BioAssay.
Casp6 inh – human caspase-6 inhibitors, primary screen, biochemical, VEID-R110 fluorescence, single point, set 2 | inhibition, % at 12.5 µM | purified caspase-6, Z-VEID-R110 cleavage fluorescence | AID 686996, 2013 | P55212 | actives 0.53% (n = 350,000);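 active = mean inhibition across replicates at least about 35%, with every replicate also reaching that limit, limit read from the data; inconclusive = only one of the two criteria met; inactive = neither criterion met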;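 also: 0% = median of neutral control wells and 100% = no fluorescence left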
Target sequence (P55212 24-179 limits assumed): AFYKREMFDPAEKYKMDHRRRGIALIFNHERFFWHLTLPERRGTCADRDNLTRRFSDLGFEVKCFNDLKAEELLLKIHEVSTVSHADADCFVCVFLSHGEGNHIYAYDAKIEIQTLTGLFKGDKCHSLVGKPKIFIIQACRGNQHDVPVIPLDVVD
Target sequence (P55212 194-293 limits assumed): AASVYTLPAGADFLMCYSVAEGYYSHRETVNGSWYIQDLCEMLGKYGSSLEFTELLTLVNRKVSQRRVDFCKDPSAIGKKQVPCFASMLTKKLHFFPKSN
DENV2 CPE – inhibitors of DENV2 cytopathic effect, primary screen, cell-based, plate reader, single concentration | DENV2-infected cells, cytopathic effect rescue | CPE inhibition, % at 9.99 µM | actives 1.7% (n = 350,000) | AID 651640, 2012; in the data active = CPE inhibition above about 20%, passing the limit was not always enough; inconclusive = no clear call, values can overlap the other calls; tested in BHK-21 cells;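 also: 0% = median of neutral control wells and 100% = median of positive control wells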
EWS-Fli block – EWS/Fli-driven NR0B1 reporter inhibitors, primary screen, A673 cells, NR0B1 luciferase, luminescence, MLPCN library; viability-normalised; inhibition, % at 12.6 µM; actives 0.67% (n = 350,000); AID 651661, 2012;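 active = mean inhibition of at least 50% after viability correction, with every replicate also passing that limit; inconclusive = mean reaches 50% but only one of two replicates passes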;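 also: firefly luciferase signal divided by Alamar Blue viability fluorescence both relative to DMSO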
LGR2 inh – inhibitors of bursicon-induced LGR2 CRE-luciferase signal, primary screen, cell-based, HEK293, CRE-luciferase reporter, bursicon stimulation | Drosophila bursicon receptor LGR2 (rickets) | bursicon-stimulated, 4 h | inhibition, % at 9.99 µM | actives 0.35% (n = 380,000) | AID 720647, 2013;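 active = drop in luminescence signal, shown as inhibition above about 50% in the replicate tests, limit read from the data, passing the limit was not always enough; inconclusive = probably only some replicates passing the limit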;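 also: agonist challenge used bursicon conditioned medium at about half maximal strength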
SIRT5 inh – SIRT5 desuccinylase inhibitors, primary screen, biochemical, fluorescence imaging, single point, set 5 | Purified SirT5, succinyl-peptide AMC, trypsin-coupled fluorescence | inhibition, % at 15 µM | actives 1.1% (n = 330,000) | AID 652115, 2013; in the data active = inhibition above about 15%; inconclusive = no clear call, values can overlap the other calls
Target sequence (Q9NXA8 whole entry, looked up): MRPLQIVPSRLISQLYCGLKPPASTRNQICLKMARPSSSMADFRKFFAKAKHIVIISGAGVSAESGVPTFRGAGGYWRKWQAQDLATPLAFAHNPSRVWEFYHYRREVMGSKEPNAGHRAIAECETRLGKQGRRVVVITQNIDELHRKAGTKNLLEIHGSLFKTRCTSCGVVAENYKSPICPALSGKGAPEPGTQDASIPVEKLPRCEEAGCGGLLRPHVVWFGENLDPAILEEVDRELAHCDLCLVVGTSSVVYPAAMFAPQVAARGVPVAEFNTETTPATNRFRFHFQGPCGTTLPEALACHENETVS
ARNT TACC3 PPI – disruptors of ARNT/TACC3 protein interaction, primary screen, biochemical, AlphaScreen, single concentration; Transforming acidic coiled-coil-containing protein 3 (Homo sapiens), Q9Y6A5; AlphaScreen His-ARNT PAS-B/GST-TACC3 binding, luminescence; TACC3 fragment carries E629A point mutation; inhibition, % at 9.99 µM; actives 0.66% (n = 390,000); AID 623870, 2012;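 active = mean inhibition of replicates at least 50% and at least half of replicates each reaching 50%; inconclusive = half or more replicates reach 50% but mean below 50%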;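 also: 0% = complete ARNT plus TACC3 wells and 100% = ARNT alone without TACC3; many hits fall short of the cut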
PAX8 reporter – inhibitors of PAX8-driven TPO luciferase reporter, primary screen, RMG-I cells, single concentration. SteadyGlo, 24 h. inhibition, % at 12.6 µM. actives 1.2% (n = 360,000). AID 652154, 2013;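 active = mean replicate inhibition at least 60% with every replicate also reaching 60%; inconclusive = only one of the two criteria is met; inactive = mean below 60% and not all replicates reaching 60%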;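 also: luciferase light reporting Pax8 driven TPO promoter activity; plate controls were median of neutral control wells for no effect and mitoxantrone controls for full effect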
* marks the source's active call; other numbers are inactive results; ? = inconclusive; / = no result given; & = joins results of further samples.

compound	SIRT5 inh	LGR2 inh	DENV2 CPE	ARNT TACC3 PPI	EWS-Fli block	PAX8 reporter	Casp6 inh
O=C(Nc1ccc(F)cc1)c1ccc(S(=O)(=O)N2CCCC2)cc1	1.5	-6.9	2.1	/	-11.7	4.1	-0.3
Cc1c(C(=O)Nc2ccc(F)cc2)oc2ccc(S(=O)(=O)N3CCCC3)cc12	1.2	-1.8	6.0	2.7	-10.6	12.1	1.2
C[C@@H]1CN([C@@H](C)CO)C(=O)c2cccc(NC(=O)Nc3ccc(F)cc3)c2O[C@H]1CN(C)Cc1ccc(C(F)(F)F)cc1	-0.8	10.7	/	-2.8	22.1	7.7	-0.9
COc1cc(/C=C/C(=O)OCC(=O)c2c(N)n(C)c(=O)n(C)c2=O)ccc1O	-1.2	-39.1	16.0	-2.6	16.3	-21.6	2.0
COc1ccc(C(=O)C2CCCN(C(=O)Cn3nc(C)cc3C)C2)cc1F (configuration not stated)	-0.2	6.9	-2.9	-3.4	0.8	5.9	-0.3
COC(=O)[C@]1(C)CCC[C@@]2(C)C3CC[C@]4(OC(C)=O)C[C@@]3(CCC21)CC4=NO (some centres not stated)	5.0	7.7	19.9	29.1	2.5	-18.2	2.9
Cc1ccc(SCc2c(C(=O)N/N=C/c3ccco3)nnn2-c2nonc2N)cc1	-1.4	11.8	-4.0	/	8.1	1.0	-2.1
Cc1cc(=O)n2[nH]c(-c3sccc3-n3c(C)ccc3C)cc2n1	0.5	-32.6	0.4	/	-15.6	-11.1	/
CC(C)C[C@H]1COc2cccc(N3CCCCC3)c2S(=O)(=O)N1	0.6	9.6	3.9	/	-2.3	1.5	-4.3
CCCCC(=O)N(C)c1c(C)nc2ccc(C(=O)N(C)CCN(C)C)cn12	-0.4	-6.1	-2.8	/	3.7	-29.6	-14.4
CCCNC(=O)N(C)C[C@H]1Oc2ncc(C#CCC(C)C)cc2C(=O)N([C@H](C)CO)C[C@@H]1C	-3.9	-26.4	-11.1	-2.7	10.2	3.3	-0.1
Cc1nn(C)cc1C(C(=O)NC1CCCCC1)N(C(=O)c1cnccn1)c1ccc(Oc2ccccc2)cc1 (configuration not stated)	-1.7	/	-5.6	-4.1	-66.8	10.8	0.1
COC(=O)C1C(=O)c2c([nH]c(C(=O)OCC3CCCO3)c2C)CC1C (configuration not stated)	-2.8	-38.1	-3.3	17.1	-92.0	-112.1	0.9
CCNC(=O)C[C@@H]1CC[C@@H]2[C@H](COc3ccc(NC(=O)c4ccccc4)cc3C(=O)N2C)O1	4.3	10.8	0.6	2.8	1.5	-8.7	-1.4
CC[C@]12c3[nH]c4ccc(OC)cc4c3CCN1C(=O)C(CC(=O)NCCN1CCOCC1)C[C@@H]2C(=O)N1CCN(C(=O)c2ccco2)CC1 (some centres not stated)	-7.6	5.3	?	3.2	0.1	11.1	-22.4
COc1ccc(C(=O)N(c2ccccc2)C2C=CS(=O)(=O)C2)cc1 (configuration not stated)	/	9.6&21.0	/	0.6	/	/	5.2
CCCC1(c2ccccc2)NC(=O)N(C/C=C/Cl)C1=O (configuration not stated)	-0.5	3.3	3.2	-6.7	0.6	-10.2	2.4
Cc1ccc(-c2c[n+](CC(=O)Nc3c(C)cccc3C)c3n2CCC3)cc1	2.4	-7.1	-0.3	/	3.6	4.7	-3.1
C[C@@H]1CN([C@H](C)CO)C(=O)c2cccc(NC(=O)Nc3ccc4c(c3)OCO4)c2O[C@@H]1CN(C)Cc1ccc(C(=O)Nc2ccccc2N)cc1	-6.5	0.8	-1.0	25.7	45.2	/	1.5
O=C(NCc1ccncc1)C(=O)NCc1ccco1	-8.1	-10.2	-3.8	/	-2.4	-13.3	-2.5
COCCOc1cc2ncnc(N3CCC(C(=O)O)CC3)c2cc1OCCOC	-2.7	-0.5	1.2	-1.4	6.3	5.3	-1.2
CC(C)(C)NC(=O)CCSc1nnc(-c2ccco2)o1	0.8	-18.0	/	26.4	-21.1	-16.9	-2.6
COCCNC(=O)c1cc2c(=O)[nH]c3ccccc3c2s1	-2.5	-9.9	3.7	-11.0	-19.6	-29.5	-0.3
O=S(=O)(/C=C/C=C/S(=O)(=O)c1ccccc1)c1ccccc1	-6.1	45.7	-8.0	/	65.2*	117.1*	0.1
O=C(COC(=O)/C=C/c1ccc([N+](=O)[O-])cc1)NCC1CCCCC1	-1.2	5.7	-8.8	9.1	8.7	-0.1	-0.2
NS(=O)(=O)c1ccc(CCNC(=O)CSc2ccc(Cl)cc2Cl)cc1	-6.2	-2.3	-6.5	1.1	2.1	-7.8	-0.5
CC1(C(=O)NS(=O)(=O)c2cccc(C#N)c2)CCN1C(=O)Cc1ccccc1Cl (configuration not stated)	/	10.5	-15.7	/	-9.1	-7.4	-0.1
C[C@@H](O)C#Cc1ccc([C@H]2[C@@H](CO)N3CCCCN(CC4CCOCC4)C[C@H]23)cc1	-3.0	12.1	-5.4	-5.7	0.2	2.6	-1.1
COc1ccc(N(CC(=O)NCc2cccnc2)S(=O)(=O)c2ccccc2)c(OC)c1	/	-9.1	-10.1	/	8.1	-8.0	-2.6
COc1cccc2c1OCC(C(=O)OCc1cccnc1)=C2	-1.5	-47.2	1.9	5.3	10.2	2.3	2.5
Cn1ncc(Cl)c1C(=O)Nc1ccc2c(c1)CCC2	-2.9	-39.5	-0.8	-3.7	/	-167.5	0.8
CC1CCN(C(=O)CSc2ccc(-c3cccc([N+](=O)[O-])c3)nn2)CC1	-3.2	35.4	-2.1	-0.4	11.9	7.0	-1.7
CC(=O)O[C@H](CC(=O)O)C[N+](C)(C)C	-1.9	-7.8	1.7	-5.0	-7.3	-0.2	0.7
CN(C)[C@@H](CO)c1nnc([C@H](Cc2ccc(O)cc2)NC(=O)C2CCNCC2)o1	/	-3.0	/	3.2	-7.6	-4.4	-8.1
Cc1ccc(C(=O)COC(=O)c2cccc([N+](=O)[O-])c2)s1	-1.9	-43.1	-5.6	3.9	-2.6	-18.2	-0.1
Cc1cc(OCC(O)CNC(C)c2ccccc2)ccc1C(C)C (configuration not stated)	-0.1	66.2*	39.2*	1.2	20.4	-6.5	3.1
C[C@H]1CN([C@@H](C)CO)C(=O)c2cc(NC(=O)CCN3CCOCC3)ccc2O[C@@H]1CN(C)Cc1ccc(C(=O)Nc2ccccc2N)cc1	-10.2	9.4	3.8	0.9	-2.8	/	-9.1
CCC(=O)N1[C@H](CO)[C@@H](c2ccc(-c3ccccc3)cc2)[C@H]1CNC(=O)COC	/	3.1	?	-3.4	9.4	16.1	/
Cc1ccc(NC(=O)CN(C)CC(=O)Nc2sc3c(c2C(N)=O)CCC3)cc1	-3.1	0.5	1.7	1.7	17.6	17.0	7.8
COc1ccc(NC(=O)CN2C(=O)CC(C)(C)S(=O)(=O)c3ccccc32)cc1	2.6	5.3	5.4	/	-5.4	-2.1	2.1
COc1ccc(NC(=O)c2cnc(SC)nc2C)c(OC)c1	-4.7	39.1	-4.7	0.5	1.7	-14.2	-0.6
COc1ccc2c3c(n(C)c2c1)[C@H](CO)N(C)CC31CCN(C(=O)c2ccc3c(c2)OCO3)CC1	5.0	1.6	16.7	/	8.1	/	-2.0
CCc1ccc(C(O)c2ncc(-c3cccc(C)c3)[nH]2)cc1 (configuration not stated)	-0.2	-38.9	-1.5	/	-7.7	-3.9	-0.3
C[C@H](NC(=O)c1nc[nH]c1C(=O)NCCCCCN)C(=O)OCc1ccccc1	-7.9	7.9	14.2	-8.4	-6.8	-19.1	8.7
O=C(COc1ccccc1Cl)NCc1nc(-c2ccccc2)no1	-5.7	-15.1	-2.0	-0.6	/	-5.0	-0.2
CCS(=O)(=O)Nc1ccc2c(c1)C(=O)N(C)[C@H]1CC[C@H](CC(=O)NC)O[C@@H]1CO2	1.5	7.6	7.3	/	/	/	1.8
Cc1cc(/C=C2\C(=N)N3N=C(CC(=O)N4CCOCC4)SC3=NC2=O)c(C)n1Cc1ccccc1	-1.6	22.0	-6.4	/	12.4	-18.8	0.6
Cc1ccc(-n2cc(CNC(C)c3cnn(C)c3C)c(-c3ccc(F)cc3)n2)cc1 (configuration not stated)	-0.8	-2.0	-6.4	6.8	-3.1	-7.4	-2.4
COc1cccc(NC(=S)N(CCN(C)C)C(C)c2ccncc2)c1 (configuration not stated)	-4.5	3.3	-3.0	4.7	5.1	-2.7	-4.3
NS(=O)(=O)c1ccc(CCNC(=O)CCCn2c(SCC(=O)N3CCCC3)nc3ccsc3c2=O)cc1	2.0	15.4	1.6	-3.7	-14.6	1.8	0.3
CCCCc1nnc(SCC(=O)NC2CCCCC2)n1C	-3.0	12.2	-0.6	-3.8	/	0.9	-4.8
O=C(Nc1sc2c(c1C(=O)N1CCOCC1)CCCCC2)c1cccnc1	-1.9	19.1	/	-10.8	-4.1	11.1	-4.7
COc1ccc(N2CCN(c3ncnc4nc[nH]c34)CC2)cc1	-3.8	-28.4	-1.5	8.2	-20.8	-43.1	-0.4
CCOc1ccc(C2OCCC(C)O2)cc1OC (configuration not stated)	/	-9.5	1.3	-3.2	-10.3	-6.9	6.9
CO[C@@H]1CN(C)C(=O)c2ccc(NC(=O)NC(C)C)cc2OC[C@H](C)N(C(=O)CN(C)C)C[C@@H]1C	6.7	6.7	-8.4	2.1	1.8	-7.0	1.5
COc1ccc(C(=O)c2[nH]c(N)c(C(=O)NCCc3c[nH]c4ccccc34)c2-c2ccccc2Br)cc1	-7.6	1.5	?	/	16.3	16.6	-1.3
CN(C)CCNc1ncnc2c1sc1nc(N3CCCC3)c3c(c12)CC(C)(C)OC3	-1.8	6.1	-0.9	11.5	15.9	-16.4	-4.5
O=C(C[n+]1cc(-c2ccc(Cl)cc2)n2c1CCCCC2)c1ccccc1	-2.3	-43.8	0.4	18.4	-22.8	92.6*	3.5
COc1ccc(NC(=O)C[C@H]2C(=O)N(Cc3ccccc3)C[C@@H]2CSC)cc1	-3.3	4.8	1.7	/	-15.3	9.1	-1.4
O=C1CCC(C(=O)N2CCN(c3cnccn3)CC2)CN1CCc1ccc(Cl)cc1 (configuration not stated)	-4.9	-8.2	4.2	-6.5	5.3	20.9	1.7

Next entries:
compound	SIRT5 inh	LGR2 inh	DENV2 CPE	ARNT TACC3 PPI	EWS-Fli block	PAX8 reporter	Casp6 inh
CCCCNc1c(-c2ccc(OC)c(SC(C)CC)c2)nc2ccc(C)cn12 (configuration not stated)	3.0	9.8	-3.0	14.4	38.6&24.1	-1.6&8.7	4.5&-0.1
CCN1CCN(C(=S)Nc2cccc(Cl)c2)CC1	-2.3	-1.3	5.2	16.8	-1.2	-14.7	-0.6
C[C@H](CO)N1C[C@H](C)[C@H](CN(C)C(=O)Nc2ccc3c(c2)OCO3)Oc2ccc(NC(=O)Nc3cccc4ccccc34)cc2C1=O	13.9	9.8	12.8	18.2	-13.1	17.6	0.1
O=C1C2C3C=CC(C4CC34)C2C(=O)N1c1nccs1 (configuration not stated)	/	-17.8	/	-1.5	/	-19.0	/
COc1ccccc1-c1cnc2c(c1)C(=O)N([C@@H](C)CO)C[C@@H](C)[C@@H](CN(C)C(=O)c1ccncc1)O2	1.6	-7.4	9.7	-7.1	-5.9	/	0.9
O=C(CNC(c1ccccc1)c1ccccc1)Nc1ccccc1Br	-3.9	-4.1	-0.5	-17.7	7.1	9.2	0.7
